# TNAP inh Pi: human TNAP inhibition, phosphate detection | P05186 | purified TNAP, pNPP, malachite green phosphate absorbance | inhibition, % at 20 µM | 21,000 tested, under 10 active | AID 614
# Target sequence (P05186 whole entry, looked up): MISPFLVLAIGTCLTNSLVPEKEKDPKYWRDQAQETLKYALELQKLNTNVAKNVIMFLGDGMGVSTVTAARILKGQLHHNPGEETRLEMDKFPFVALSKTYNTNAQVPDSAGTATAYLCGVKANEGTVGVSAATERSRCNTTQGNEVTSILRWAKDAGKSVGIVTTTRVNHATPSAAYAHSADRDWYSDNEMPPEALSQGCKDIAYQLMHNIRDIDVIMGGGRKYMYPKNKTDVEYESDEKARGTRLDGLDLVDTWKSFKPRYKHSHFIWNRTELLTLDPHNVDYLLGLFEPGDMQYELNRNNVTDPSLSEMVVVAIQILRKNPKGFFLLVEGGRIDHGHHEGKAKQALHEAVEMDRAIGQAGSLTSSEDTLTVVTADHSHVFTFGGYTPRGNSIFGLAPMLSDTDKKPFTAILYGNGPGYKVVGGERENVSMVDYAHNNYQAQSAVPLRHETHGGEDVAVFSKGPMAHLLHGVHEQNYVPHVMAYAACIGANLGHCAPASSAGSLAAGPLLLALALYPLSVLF
# TNAP pNPP inh: human TNAP inhibition, p-nitrophenol detection; P05186; purified TNAP, pNPP hydrolysis, absorbance 405 nm; inhibition, % at 20 µM; 21,000 tested, under 10 active; AID 615;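 further: 0% = DMSO only wells and 100% = 1 mM levamisole wells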
# Starred values were filed as active, the others as inactive.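 How the source made its calls: active means inhibition above 50% at the 20 µM single-dose screen; inactive means the rest.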
1: Cc1noc(C)c1COC(=O)C1(c2cccc(F)c2)CCCC1
2: COc1ccc(C(=O)Nc2oc(-c3ccccc3)c(-c3ccccc3)c2C#N)cc1OC
3: CCn1c(=O)[nH]c2cc(C(=O)N3CCN(c4ccccc4)CC3)ccc2c1=O
4: COc1ccc(OC)c(NC(=O)CSc2nc3c(c(=O)n(C)c(=O)n3C)n2C)c1
5: CC1CCCCC1NC(=O)Cn1c(CN2CCCCC2)nc2ccccc2c1=O (stereo unspecified)
6: CCc1c(C)sc(NC(=O)c2ccco2)c1C(=O)N1CCOCC1
7: Cc1ccc(SCc2nnc(N)s2)cc1
8: O=C(Nc1nccs1)NC1CCCCC1
9: CCN(CC)CCOc1ncnc2c1oc1ccccc12
10: O=C(O)C(CC(=O)N1CCOCC1)NCc1ccccc1 (stereo unspecified)
assay / entry	1	2	3	4	5	6	7	8	9	10
TNAP inh Pi	5	8	-7	6	10	-9	10	7	-3	11
TNAP pNPP inh	1	6	-9	-1	-4	-11	4	6	-9	9

11: O=C(Nc1ccccc1)c1ccccc1O
12: CCOC(=O)Nc1ccc2c(c1)N(C(=O)N(CC)CC)c1ccccc1CC2
13: COc1ccc2oc(C(=O)c3ccccc3)c(NC(=O)CN3CCN(C)CC3)c2c1
14: COc1ccc(Nc2cc(C)nc3ccccc23)cc1
15: O=c1c(C=NCCCn2ccnc2)c(-c2ccccc2)[nH]n1-c1nc2ccccc2s1
16: Cc1cc(NC(=O)CSc2nnc3c(C)cc4cc(C)c(C)cc4n23)no1
17: COCCn1c(=S)[nH]c2cc(OC)c(OC)cc2c1=O
18: CC(NC(=O)c1ccc2c(c1)OCCO2)C(=O)O (stereo unspecified)
19: CC(C)=CC(=O)Nc1ccccc1Br
20: CCCCOC(=O)c1[nH]c(C)c(C(=O)OC)c1C
assay / entry	11	12	13	14	15	16	17	18	19	20
TNAP inh Pi	0	1	10	3	12	10	11	8	11	-2
TNAP pNPP inh	-1	-3	-3	1	6	3	4	7	4	0

# In a second layout: entries from further up
# The line under a structure holds: TNAP inh Pi | TNAP pNPP inh
15. O=c1c(C=NCCCn2ccnc2)c(-c2ccccc2)[nH]n1-c1nc2ccccc2s1
 : 12 | 6
14. COc1ccc(Nc2cc(C)nc3ccccc23)cc1
 : 3 | 1
13. COc1ccc2oc(C(=O)c3ccccc3)c(NC(=O)CN3CCN(C)CC3)c2c1
 : 10 | -3
12. CCOC(=O)Nc1ccc2c(c1)N(C(=O)N(CC)CC)c1ccccc1CC2
 : 1 | -3
16. Cc1cc(NC(=O)CSc2nnc3c(C)cc4cc(C)c(C)cc4n23)no1
 : 10 | 3
19. CC(C)=CC(=O)Nc1ccccc1Br
 : 11 | 4
20. CCCCOC(=O)c1[nH]c(C)c(C(=O)OC)c1C
 : -2 | 0

# Further entries.
21: CCOC(=O)c1cc2c(=O)n3cccc(C)c3nc2n(CCc2ccccc2)c1=N
22: O=C(NCc1ccco1)c1cc(S(=O)(=O)N2CCOCC2)c(Cl)cc1Cl
23: CCOc1ccccc1N(CC(=O)O)S(=O)(=O)c1ccccc1
24: CS(=O)(=O)Nc1ccc(C(=O)NCC2CCCO2)cc1 (stereo unspecified)
25: O=C(O)C1C2C=CC(C2)C1C(=O)NC1CCS(=O)(=O)C1 (stereo unspecified)
26: COc1ccc(N2CCN(c3nc(NC(C)(C)C)nc(N4CCCCC4)n3)CC2)cc1
27: Cc1[nH]cnc1CSCCN
28: CC1(C)Cc2nc3sc4c(=O)[nH]cnc4c3cc2CS1
29: CCN(CC)C(=O)CSc1ncnc2c(-c3cccs3)nsc12
30: COc1ccc(-c2nnn(CC(=O)N(CC(=O)NCCC(C)C)c3ccccc3)n2)cc1OC
assay / entry	21	22	23	24	25	26	27	28	29	30
TNAP inh Pi	-8	-19	-19	0	9	14	7	0	9	8
TNAP pNPP inh	0	3	6	0	2	1	4	0	7	4

31: O=C(O)c1cc2cc(Cl)cc(Cl)c2oc1=O
32: CCOC(=O)N1CCN(C(=O)CN(Cc2ccccc2)S(C)(=O)=O)CC1
33: CCOc1ccccc1C1C(C(=O)OC)=C(N)OC2=C1C(=O)CCC2 (stereo unspecified)
34: Cc1ccc(N2C(=O)NC3(CCCCC3)C2=O)cc1
35: OCCN1CCN(Cc2cccc(Oc3ccc(Cl)cc3)c2)CC1
36: CC(C)CC(C(=O)NCc1ccccn1)N1C(=O)c2ccccc2C1=O (stereo unspecified)
37: COc1ccc(S(=O)(=O)N2CCN(c3nc4ccccc4nc3-n3nc(C)cc3C)CC2)cc1
38: C=C(C)COc1ccc2c(C)c(C)c(=O)oc2c1OCC(=C)C
39: N#CCSc1nnc2ccc3ccccc3n12
40: COCCn1c(N)c(C(=O)NCC2CCCO2)c2nc3ccccc3nc21 (stereo unspecified)
assay / entry	31	32	33	34	35	36	37	38	39	40
TNAP inh Pi	3	0	9	2	-8	0	20	7	14	2
TNAP pNPP inh	3	0	6	4	3	0	7	0	6	2

41: O=C(CSc1nnc(-c2ccccc2)n1C1CCCCC1)N1CCCC1
42: O=c1c2ccccc2nc(-c2ccco2)n1CCCn1ccnc1
43: CC(Nc1nc(N2CCCC2)nc2ccccc12)c1ccccc1 (stereo unspecified)
44: C=CCn1c(O)c(C(CC)=Nc2ccccc2NC(=O)CC)c(=O)[nH]c1=O
45: COC(=O)c1ccc(N(CC(=O)NC2CCCC2)C(=O)CNC(=O)c2ccco2)cc1
46: Cc1cc(C)c2nc3s/c(=C/c4ccc5c(c4)n(C)c(=O)n5C)c(=O)n3c2c1
47: CC(=O)c1cc2c(cc1NC(=O)c1cc3nc(C(C)C)cc(C(F)(F)F)n3n1)OCO2
48: CC(c1ccco1)N(C(=O)c1cccs1)c1ccccn1 (stereo unspecified)
49: CCCOc1ccccc1C1NC(=O)NC(C)=C1C(=O)OCCOCC (stereo unspecified)
50: C/C(=N\O)c1ccccc1C(=O)O
assay / entry	41	42	43	44	45	46	47	48	49	50
TNAP inh Pi	9	18	7	9	0	0	9	-7	16	12
TNAP pNPP inh	5	14	-2	4	0	0	0	-15	0	1

# Complete entries as entered above. Screens in order: TNAP inh Pi	TNAP pNPP inh
# `O=C(CSc1nnc(-c2ccccc2)n1C1CCCCC1)N1CCCC1` across the screens: 9	5
# `CC(=O)c1cc2c(cc1NC(=O)c1cc3nc(C(C)C)cc(C(F)(F)F)n3n1)OCO2` across the screens: 9	0
# `C=C(C)COc1ccc2c(C)c(C)c(=O)oc2c1OCC(=C)C` across the screens: 7	0
# `Cc1[nH]cnc1CSCCN` across the screens: 7	4
# `O=C(NCc1ccco1)c1cc(S(=O)(=O)N2CCOCC2)c(Cl)cc1Cl` across the screens: -19	3

# Additional structures follow:
51: N#Cc1c(NC(=O)CSc2n[nH]c(Cc3ccccc3)n2)oc(-c2ccccc2)c1-c1ccccc1
52: COc1ccc(OC)c(-n2nnnc2SCC(=O)NCCc2ccccc2)c1
53: Cc1cc(C)n(CC(=O)N2c3ccccc3Sc3ccccc32)n1
54: O=C(Nc1ccccc1N1CCCCC1)c1ccccc1F
55: CCCn1nc(-c2nnc(-c3ccc(C)c(C)c3)o2)c2ccccc2c1=O
56: CCCC(=N)C1=C(O)CC(CC(C)SCC)CC1=O (stereo unspecified)
57: Cc1ccc(NC(=O)N2CCCC2C(=O)NCCc2ccccc2)cc1 (stereo unspecified)
58: CN(C)CCNC(=O)c1c(O)c2c([nH]c1=O)CCCC2
59: Cc1cc(C)nc(N(C#N)Cc2ccccc2)n1
60: CC1CN(C2CCN(S(=O)(=O)c3ccc4ccccc4c3)CC2)CC(C)O1 (stereo unspecified)
assay / entry	51	52	53	54	55	56	57	58	59	60
TNAP inh Pi	0	-4	5	7	2	8	6	3	11	12
TNAP pNPP inh	0	4	1	2	11	2	-7	3	7	5

61: Cc1ccc(-n2[nH]c(C)c(/C=N/n3c(C)nc4ccccc4c3=O)c2=O)cc1
62: Cn1c(-c2ccc(Cl)cc2)cnc1N
63: Cc1ccc(S(=O)(=O)N2CCC(C(=O)OC(C)C(=O)NCc3ccc4c(c3)OCO4)CC2)cc1 (stereo unspecified)
64: COc1ccccc1Cc1noc(-c2cc(Cl)ccc2OC)n1
65: CCOC(=O)c1cccc(NC(=O)CN2CCN(c3ccc(OC)cc3)CC2)c1
66: COc1cc2nc(N3CCNCC3)nc(N)c2cc1OC
67: O=C(CC1(O)C(=O)N(Cc2ccc3c(c2)OCO3)c2ccccc21)c1ccccc1 (stereo unspecified)
68: CCOCCCNS(=O)(=O)c1ccc2c(c1)OCCO2
69: CC(C)(C)C(=O)Nc1c2c(nc3c1CCC3)CCCC2
70: CCOC(=O)CC(=O)Nc1ccc(Br)cc1C(=O)O
assay / entry	61	62	63	64	65	66	67	68	69	70
TNAP inh Pi	-2	6	-53	11	5	5	-20	8	-2	5
TNAP pNPP inh	7	0	-34	7	0	2	-8	3	0	2

71: Cc1cc(N2C(=O)C(=O)/C(=C(/O)c3ccc(F)cc3)C2c2ccc(F)cc2)no1 (stereo unspecified)
72: CCCC1C(c2ccco2)NC(c2ccco2)CC1(C)O (stereo unspecified)
73: CCCc1[nH]n(-c2nc3ccccc3s2)c(=O)c1C=NCC1CCCO1 (stereo unspecified)
74: CCCCCc1nc2sc3c(c2c(=O)n1N)CCC3
75: Cc1cccc(OCCc2nnc(N)s2)c1C
76: Cc1ccc(-n2nc3cc(Cl)c(NC(=O)c4ccco4)cc3n2)cc1
77: NS(=O)(=O)c1cc2c(cc1Cl)NC(C(Cl)Cl)NS2(=O)=O (stereo unspecified)
78: Nc1nnc(CSCc2ccccc2)s1
79: CN(C)CCCNCCCCNC(=O)/C=N/O
80: CCCn1nnnc1SCC(=O)c1ccc(NC(C)=O)cc1
assay / entry	71	72	73	74	75	76	77	78	79	80
TNAP inh Pi	14	11	14	12	-15	0	6	-18	0	11
TNAP pNPP inh	6	0	0	6	3	0	2	4	0	4

81: CN(C)Cc1c(O)ccc2occ(C(O)c3ccccc3)c12 (stereo unspecified)
82: Cc1nc2sc3c(c2c(=O)o1)CC(C)(C)OC3
83: CC1Cc2ccccc2N1C(=O)CSc1nc2ccccc2o1 (stereo unspecified)
84: Cc1c(Nc2ncnc3c2cnn3-c2ccccc2)c(=O)n(-c2ccccc2)n1C
85: CC(C)OCCCNC(=O)c1ccc(NS(C)(=O)=O)cc1
86: CCOc1ccc(C(C)(C)C)cc1S(=O)(=O)N1CC(C)OC(C)C1 (stereo unspecified)
87: CCOC(=O)Cc1c(C)c2c(C)nn(-c3ccccc3)c2oc1=O
88: Cn1c(SCC(=O)NCc2cccs2)nnc1-c1ccco1
89: O=c1[nH]c(CN2CCN(Cc3ccc4c(c3)OCO4)CC2)nc2sc3c(c12)CCC3
90: CCn1cc(C(=O)OCC(=O)NCc2ccc3c(c2)OCO3)c(=O)c2ccc(C)nc21
assay / entry	81	82	83	84	85	86	87	88	89	90
TNAP inh Pi	10	-2	14	8	3	15	-19	11	0	0
TNAP pNPP inh	4	2	5	3	-2	5	4	5	0	0

91: COc1cc(C2NC(=O)NC(c3ccccc3)=C2C(C)=O)ccc1OCC(=O)O (stereo unspecified)
92: CCn1c(Cc2ccccc2)nnc1SCC(=O)Nc1nnc(-c2ccccc2)s1
93: CCCC(=O)C1=C(O)C(C(=O)OC)C(C)(C)CC1=N (stereo unspecified)
94: O=S(=O)(c1ccc2nc(-c3ccco3)c(-c3ccco3)nc2c1)N1CCOCC1
95: N#Cc1c(N)n(CCCN2CCOCC2)c2nc3ccccc3nc12
96: Cc1ccccc1N1CCN(Cc2c(C#N)c3ccccc3n2C)CC1
97: COc1ccccc1Nc1ncc(C(C)=O)c(C)n1
98: COc1cccc(Nc2nc(-c3sc(N)nc3C)cs2)c1
99: COc1ccc(C)cc1NC(=O)C1C2C=CC(C2)C1C(=O)O (stereo unspecified)
100: CCOC(=O)c1ccc(CNS(=O)(=O)c2c(C)ccc3nsnc23)o1
assay / entry	91	92	93	94	95	96	97	98	99	100
TNAP inh Pi	-1	10	16	0	-10	-3	6	0	10	-11
TNAP pNPP inh	-11	4	2	0	5	7	2	0	6	2

101: Cc1oc2c(CN(C)C)c(O)ccc2c(=O)c1-c1cscn1
102: Cc1onc(-c2ccccc2)c1C(=O)OCC(=O)c1ccccc1
103: CC(NC(=O)NCCCC(=O)O)(C(F)(F)F)C(F)(F)F
104: COc1cccc(C2C(C#N)=C(N)Oc3c2oc(CO)cc3=O)c1OC (stereo unspecified)
assay / entry	101	102	103	104
TNAP inh Pi	10	2	12	3
TNAP pNPP inh	4	0	7	3

# Bioassay records: PubChem BioAssay, Sanford-Burnham Center for Chemical Genomics

# An excerpt; the hit share may differ from the screen's.
